EWS-Fli inh = EWS/Fli transcriptional activity inhibition | 350,000 tested, 0.67% active | inhibition, % at 12.6 µM | A673 NR0B1-luciferase reporter, viability-normalised;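 active = mean inhibition of at least 50% after viability correction, with every replicate also passing that limit; inconclusive = mean reaches 50% but only one of two replicates passes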;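 also: firefly luciferase signal divided by Alamar Blue viability fluorescence both relative to DMSO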
Casp6 inh = inhibitors of human caspase-6; AID 686996; P55212; 350,000 tested, 0.53% active; inhibition, % at 12.5 µM; purified caspase-6, Z-VEID-R110 cleavage fluorescence;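 active = mean inhibition across replicates at least about 35%, with every replicate also reaching that limit, limit read from the data; inconclusive = only one of the two criteria met; inactive = neither criterion met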;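 also: 0% = median of neutral control wells and 100% = no fluorescence left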
Target sequence (P55212 24-179 limits assumed): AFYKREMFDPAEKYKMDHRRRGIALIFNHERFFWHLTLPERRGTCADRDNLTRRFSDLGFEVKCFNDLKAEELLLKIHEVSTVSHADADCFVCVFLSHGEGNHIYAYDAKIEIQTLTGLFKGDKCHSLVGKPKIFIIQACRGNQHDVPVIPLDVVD
Target sequence (P55212 194-293 limits assumed): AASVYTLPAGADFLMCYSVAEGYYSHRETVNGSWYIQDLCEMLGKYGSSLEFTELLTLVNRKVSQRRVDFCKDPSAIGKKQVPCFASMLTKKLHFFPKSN
ARNT TACC3 PPI = ARNT/TACC3 interaction disruption; AlphaScreen His-ARNT PAS-B/GST-TACC3 binding, luminescence; TACC3 fragment carries E629A point mutation; inhibition, % at 9.99 µM; Q9Y6A5; 390,000 tested, 0.66% active;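 active = mean inhibition of replicates at least 50% and at least half of replicates each reaching 50%; inconclusive = half or more replicates reach 50% but mean below 50%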;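 also: 0% = complete ARNT plus TACC3 wells and 100% = ARNT alone without TACC3; many hits fall short of the cut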
PAX8 reporter = inhibitors of PAX8 transcriptional activity in RMG-I cells | inhibition, % at 12.6 µM | RMG-I TPO-luciferase reporter, SteadyGlo, 24 h | 360,000 tested, 1.2% active | AID 652154;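 active = mean replicate inhibition at least 60% with every replicate also reaching 60%; inconclusive = only one of the two criteria is met; inactive = mean below 60% and not all replicates reaching 60%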;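 also: luciferase light reporting Pax8 driven TPO promoter activity; plate controls were median of neutral control wells for no effect and mitoxantrone controls for full effect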
DENV2 CPE rescue = protects cells from dengue virus 2 cytopathic effect; DENV2-infected cells, cytopathic effect rescue, plate reader; CPE inhibition, % at 9.99 µM; 350,000 tested, 1.7% active; in the data active = CPE inhibition above about 20%, passing the limit was not always enough; inconclusive = no clear call, values can overlap the other calls; tested in BHK-21 cells;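 also: 0% = median of neutral control wells and 100% = median of positive control wells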
LGR2 inh = blocks bursicon-induced cAMP signaling via Drosophila LGR2; HEK293 LGR2, CRE-luciferase, bursicon-stimulated, 4 h; inhibition, % at 9.99 µM; 380,000 tested, 0.35% active; AID 720647;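 active = drop in luminescence signal, shown as inhibition above about 50% in the replicate tests, limit read from the data, passing the limit was not always enough; inconclusive = probably only some replicates passing the limit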;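 also: agonist challenge used bursicon conditioned medium at about half maximal strength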
SIRT5 inh = inhibitors of human sirtuin-5 desuccinylase; inhibition, % at 15 µM; 330,000 tested, 1.1% active; Q9NXA8; Purified SirT5, succinyl-peptide AMC, trypsin-coupled fluorescence; AID 652115; in the data active = inhibition above about 15%; inconclusive = no clear call, values can overlap the other calls
Target sequence (Q9NXA8 whole entry, looked up): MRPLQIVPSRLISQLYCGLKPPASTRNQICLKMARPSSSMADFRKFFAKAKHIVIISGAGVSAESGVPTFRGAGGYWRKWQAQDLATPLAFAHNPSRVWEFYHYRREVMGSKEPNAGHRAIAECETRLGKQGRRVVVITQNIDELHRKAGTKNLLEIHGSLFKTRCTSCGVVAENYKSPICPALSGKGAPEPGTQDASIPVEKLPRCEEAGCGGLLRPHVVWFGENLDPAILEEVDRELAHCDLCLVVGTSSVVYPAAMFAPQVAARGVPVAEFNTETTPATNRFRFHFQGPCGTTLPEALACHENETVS
* hit, by the source's call; ? = inconclusive; / = not tested or not shown; & = joins results of further samples.

SMILES | EWS-Fli inh | Casp6 inh | ARNT TACC3 PPI | PAX8 reporter | DENV2 CPE rescue | LGR2 inh | SIRT5 inh
CC(C)c1ccc(N=c2c([N+](=O)[O-])nn(-c3ccc4c(c3)OCCO4)n2O)cc1 | -1.7 | 0.5 | 2.1 | / | -7.3 | -19.8 | -2.9
CC(C)(C)c1nc(Sc2ccc([N+](=O)[O-])cn2)n[nH]1 | -4.2 | -2.0 | 0.0 | -3.9 | 7.5 | 4.8 | -0.3
Clc1ccc(C2=NNC(=NCC3CCCO3)SC2)cc1 (stereo unspecified) | -42.8 | -0.7 | 6.9 | -88.1 | 1.4 | -7.8 | 0.7
C[C@@H]1CN([C@H](C)CO)C(=O)CCCn2nncc2CO[C@H]1CN(C)Cc1cccc(C(=O)O)c1 | 6.5&6.8 | -1.9&3.6 | -1.0 | 2.0&-3.9 | -2.0&10.6 | -6.0 | 2.7&-41.3
CN1C(=O)c2cc(NC(=O)c3cccc(F)c3)ccc2OC[C@H]2O[C@H](CC(=O)Nc3ccccc3)CC[C@@H]21 | -5.1 | -3.7 | 4.1 | 7.3 | 1.0 | 7.9 | 1.7
Cc1ccc(C)c(NC(=O)CN(C)C(=O)c2cccc(S(=O)(=O)N(C)C)c2)c1 | 3.1 | 1.3 | -5.4 | -6.7 | 9.0 | 13.9 | -2.0
Cc1nc(Nc2ccccc2O)c2oc3ccccc3c2n1 | -0.6 | -5.0 | -10.0 | 12.1 | -1.1 | 9.0 | -0.5
COC(=O)c1ccccc1NC(=O)CSc1ncccn1 | 2.4 | 0.1 | -3.3 | -14.5 | -1.6 | -5.7 | 1.0
Cc1ccccc1NC(=O)Nc1nc(C2CCC(=O)N2)cs1 (stereo unspecified) | 1.0 | 4.2 | / | 7.7 | ? | -5.0 | /
CN(C)C(=O)c1cccc(-c2ccc([C@H]3[C@@H](CO)N4C(=O)CN(C(=O)Cc5ccccc5)C[C@@H]34)cc2)c1 | -7.5 | -3.0 | / | 0.6 | -10.1 | 3.2 | -3.0
CN(CC(=O)Nc1cccc(F)c1)CC(=O)Nc1ccccc1Oc1ccccc1 | 3.3 | 0.0 | -7.9 | 7.6 | -3.9 | 12.4 | -2.6
CS(=O)(=O)N1CCCCC1c1cc(C(=O)Nc2cccc3c2CCCC3)no1 (stereo unspecified) | -5.2 | 0.0 | / | 19.9 | -4.0 | -3.2 | /
O=C(Cc1ccncc1)N[C@@H]1CC[C@H](CCn2cc(-c3ccccc3F)nn2)O[C@@H]1CO | -16.0 | 1.6 | 0.9 | 6.3 | 2.5 | 0.9 | -4.1
Cc1cc2c(cc1C)NC(=O)C(C)CN2 (stereo unspecified) | -88.8 | -3.5 | / | -126.0 | ? | -73.2 | -8.0
Cc1ccc(-c2ccccc2[C@H]2[C@@H](C#N)N(c3ncc(-c4ccccc4)s3)[C@@H]2CO)cc1 | 3.7 | -0.1 | / | / | -3.9 | 1.1 | -1.1
COc1cc2ccccc2cc1C(=O)NCC(c1cccs1)N(C)C (stereo unspecified) | -99.8 | / | 2.2 | -144.1 | -0.9 | -43.4 | -3.8
C[C@H]1CN([C@@H](C)CO)S(=O)(=O)c2ccc(C3=CCCC3)cc2O[C@@H]1CN(C)Cc1ccccc1 | 24.0 | 0.8 | 3.0 | / | -6.8 | -3.3 | 24.3*
O=c1[nH]cc(S(=O)(=O)N2CCCc3ccccc32)c(=O)[nH]1 | -5.7 | 0.4 | -3.5 | / | -0.3 | -15.5 | -4.5
COc1ccc(/C(N)=N/OC(=O)Cc2ccccc2[N+](=O)[O-])cc1 | / | / | 29.5 | -18.8 | / | -31.3 | /
O=C(C[C@H]1CC[C@H]2[C@@H](COC[C@@H](O)CN2Cc2nccs2)O1)NCc1ccccc1Cl | 0.1 | 1.7 | 5.3 | -4.5 | -3.5 | 4.6 | 16.4*
C[C@H](CO)N1C[C@H](C)[C@@H](CN(C)C(=O)Nc2ccccc2)Oc2cc(C#CC3(O)CCCC3)ccc2S1(=O)=O | 23.9 | 1.6 | 2.0 | / | ? | 6.8 | 3.3
OC[C@@H]1CN(Cc2ccccc2)C[C@H](n2cnc3c(NC4CC4)ncnc32)O1 | -7.6 | 0.3 | / | -6.6 | 1.8 | 20.2 | -0.4
CCC(=O)N[C@@H]1CC[C@@H](CCNC(=O)Nc2ccc(C(F)(F)F)cc2)O[C@H]1CO | -56.2 | 0.0 | 15.9 | -28.3 | 8.2 | -5.9 | -0.6
CC1=NN(c2ccccc2)C(=O)/C1=C\c1cn(CCC#N)nc1-c1ccc(Cl)cc1 | -14.4 | -0.8 | 1.0 | -5.6 | -3.6 | -18.9 | 0.6
COc1cccc(/C=N/n2c(-c3n[nH]c4c3CCC4)n[nH]c2=S)c1OC | 6.6 | 3.8 | 3.6 | 10.4 | -4.7 | 3.4 | -8.4

(cont.)
SMILES | EWS-Fli inh | Casp6 inh | ARNT TACC3 PPI | PAX8 reporter | DENV2 CPE rescue | LGR2 inh | SIRT5 inh
CCOc1ccc(NC(=O)c2ccccn2)cc1 | 77.5* | -2.3 | 1.1 | 65.1* | 3.2 | 95.4* | -0.3
CN(C)CC(=O)N1[C@@H]2c3ccc(-c4cccnc4)c(=O)n3C[C@H]1[C@H](CO)[C@H]2C(=O)NC1CCC1 | -3.0 | -0.9 | -0.2 | / | 19.2 | -18.2 | -32.2
CC(=O)Nc1ccc(S(=O)(=O)N2CCN(C(=O)c3ccco3)CC2)cc1 | 2.9 | -2.4 | -9.5 | 6.6 | 6.1 | -7.6 | -5.0
COc1ccccc1NS(=O)(=O)c1cc(N/C(=N\S(=O)(=O)c2ccccc2)c2ccc(F)cc2)ccc1Cl | -6.3 | / | 0.0 | -13.3 | / | -3.3 | /
O=C(CNS(=O)(=O)c1ccccc1)N/N=C/c1ccccc1[N+](=O)[O-] | 3.0 | 3.9 | / | 4.1 | ? | -1.1 | 1.3
CC(C)NC(=O)N1C[C@H]2[C@@H](c3ccccc31)[C@H](CO)N2C(=O)c1cccnc1 | -3.1 | 0.7 | -24.7 | -6.9 | 4.1 | -14.5 | -1.0
CCn1c(O)c(N=N)c2ccccc21 | 8.1 | 4.3 | -1.5 | 0.9 | -5.5 | 0.6 | -4.9
COc1cccc(S(=O)(=O)N2CCCCN3[C@@H](CO)[C@@H](c4ccc(C#CCC(C)C)cc4)[C@@H]3C2)c1 | 18.2 | 0.2 | 7.6 | 86.1* | -27.7 | 16.2 | 8.5
Cc1nnc(NC(=O)c2nn(CC(C)C)c(=O)c3ccccc23)s1 | 3.7 | 0.3 | -5.4 | -6.0 | 1.9 | 1.9 | /
Cc1noc(C)c1S(=O)(=O)Nc1ccc2c(c1)C(=O)N([C@H](C)CO)C[C@@H](C)[C@H](CN(C)Cc1ccc(-c3ccccc3)cc1)O2 | 1.8 | -1.4 | 5.8 | / | 2.7 | 23.9 | 2.8
CN(C)CCn1ccc(O)c(Cc2ccc(Cl)cc2)c1=O | -3.6 | -13.0 | -1.3 | 12.6 | 2.5 | -25.0 | -1.9
O=S(=O)(c1ccc(F)cc1)N1CCN(CC2CC3C=CC2C3)CC1 (stereo unspecified) | 4.1 | 0.1 | 5.1 | 0.3 | 0.2 | -14.4 | -0.2
O=c1c2ccccc2nc(SCc2ccc(F)cc2Cl)n1CCCN1CCOCC1 | 15.3 | 2.3 | 1.7 | 11.0 | -0.1 | 5.6 | -0.5
Cc1cccc(-c2ccc([C@H]3[C@@H](CO)N4CCCCN(S(=O)(=O)c5cn(C)cn5)C[C@H]34)cc2)c1 | / | 3.3 | -1.1 | 10.4 | 1.6 | -1.1 | -1.3
CC1CCC2(CC1)NC(=O)N(Cc1cccc(C(F)(F)F)c1)C2=O (stereo unspecified) | -90.4 | 2.1 | 2.5 | 8.0 | -6.9 | -30.0 | -2.5
CCc1ccc(NS(=O)(=O)c2cc3[nH]c(=O)c(=O)[nH]c3cc2C)cc1 | 18.5 | 5.6 | 2.4 | 9.4 | -2.0 | -5.7 | 0.7
COc1ccc(C(=O)C2CCCN(S(=O)(=O)c3ccccc3F)C2)c(C)c1 (stereo unspecified) | / | 1.7 | / | 4.5 | -0.1 | 18.0 | -2.5
COc1ccc(S(=O)(=O)N2CC[C@H]3[C@H](CO)Nc4ccc(Br)cc4[C@H]32)cc1 | 0.4 | / | -4.0 | 13.3 | / | -13.8 | 0.2
O=C(NNC(=O)C1CCCO1)c1ccc([N+](=O)[O-])cc1 (stereo unspecified) | -2.6 | -2.1 | 1.4 | -5.0 | -0.1 | 18.5 | 0.8
Cc1ccccc1CN1CCN(S(=O)(=O)c2cccc3nsnc23)CC1 | -1.4 | 2.1 | 11.1 | -4.9 | 2.8 | -8.5 | -2.0
O=C(COC(=O)/C=C/c1ccco1)Nc1cc(S(=O)(=O)N2CCOCC2)ccc1Cl | -2.6 | 28.4 | -7.3 | -0.5 | -7.2 | / | -1.0
CNC(=O)C[C@H]1CC[C@@H]2[C@H](COc3ccc(NC(=O)Nc4cccc(C)c4)cc3C(=O)N2C)O1 | -19.6 | -2.6 | -5.6 | 5.9 | ? | 0.6 | -1.2
Cc1cc(C)nc(SCNC(=O)c2ccc(F)cc2)n1 | / | 1.0 | -3.2 | / | / | 23.6 | -2.4
CCc1ccc(OCC(=O)O/N=C(\N)c2ccncc2)cc1 | -54.8 | -9.4 | -6.5 | -96.6 | ? | -65.3 | -3.2
COc1ccc(NC(=O)C2CCCN(c3nn4c(=O)cc(C)nc4s3)C2)c(OC)c1 (stereo unspecified) | -3.4 | / | -3.0 | -4.7 | 0.1 | -4.0 | -3.9

Record cards (already shown).
Results for COc1ccc(/C(N)=N/OC(=O)Cc2ccccc2[N+](=O)[O-])cc1 = EWS-Fli inh = /; Casp6 inh = /; ARNT TACC3 PPI = 29.5; PAX8 reporter = -18.8; DENV2 CPE rescue = /; LGR2 inh = -31.3; SIRT5 inh = /
Results for CN(C)CC(=O)N1[C@@H]2c3ccc(-c4cccnc4)c(=O)n3C[C@H]1[C@H](CO)[C@H]2C(=O)NC1CCC1 = EWS-Fli inh = -3.0; Casp6 inh = -0.9; ARNT TACC3 PPI = -0.2; PAX8 reporter = /; DENV2 CPE rescue = 19.2; LGR2 inh = -18.2; SIRT5 inh = -32.2

The list continues:
SMILES | EWS-Fli inh | Casp6 inh | ARNT TACC3 PPI | PAX8 reporter | DENV2 CPE rescue | LGR2 inh | SIRT5 inh
COc1ccc(S(=O)(=O)Nc2cc(C)on2)cc1NC(C)=O | 1.3 | 1.0 | -5.4 | 2.2 | -5.4 | 3.5 | 1.5
CCOc1ncccc1C(=O)Nc1ccc(-c2ccc3nnc(C)n3n2)cc1 | -12.7 | 2.1 | 16.2 | -11.5 | -1.4 | 7.8 | -2.5
CN(Cc1cccnc1)C(=O)CNC(=O)c1ccc(Cl)cc1Cl | -12.7 | -2.5 | -12.3 | -12.4 | 5.9 | -1.3 | -4.1
CCNC(=O)C[C@H]1CC[C@H](NS(=O)(=O)c2ccc(C)cc2)[C@@H](CO)O1 | 3.4 | 1.2 | -17.4 | -6.1 | -1.0 | 2.9 | -6.8
N#Cc1cccc(NC(=O)CSc2nnc(C3CC3)n2C2CC2)c1 | -6.9 | -15.9 | -12.9 | -22.3 | -2.2 | -12.6 | -2.4
O=C(O)CN1CCN(c2ncc(C(F)(F)F)cc2Cl)CC1 | 9.7 | -3.1 | 1.8 | -3.7 | 0.7 | 4.5 | -1.8
COCCNC(=O)COC(=O)c1ccc(OCC(=O)Nc2ccccc2OC)c(OC)c1 | -4.6 | -2.1 | -2.2 | 2.5 | 0.2 | 21.3 | -2.0
Cc1cc(C)cc(C(=O)Nc2ccc(N3CCCC3)cc2)c1 | -70.0 | -3.5 | -0.1 | -119.0 | -0.2 | -50.3 | -0.2
OCCC1CN(Cc2nc3c(s2)CCCC3)CCN1Cc1ccccc1 (stereo unspecified) | 5.4 | -0.2 | 6.4 | 13.4 | -9.8 | 29.3 | -2.7
Cc1cc(C(=O)Nc2cccc3c2O[C@H](CN(C)Cc2ccc(C(=O)O)cc2)[C@@H](C)CN([C@H](C)CO)C3=O)n(C)n1 | / | 0.3 | -1.5 | 4.6 | 17.0 | 9.8 | -18.0
